IDH1 mut inh – inhibitors of IDH1 R132H reductase, primary screen, biochemical, plate reader, single point; Isocitrate dehydrogenase [NADP] cytoplasmic (Homo sapiens), O75874; diaphorase/resazurin fluorescence, 60 min; inhibition, % at 10 µM; hit rate 0.18% among 70,000; AID 624101, 2012; in the data active = inhibition above about 34%; inconclusive = no clear call, values can overlap the other calls; inactive = below about 11%;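 also: 0% = DMSO and 100% = no enzyme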
PRC2 inh – EZH2/PRC2 methyltransferase inhibitors, primary screen, biochemical, DELFIA time-resolved fluorescence, single point; hit rate 0.35% among 57,000; AID 651548, 2012; Histone-lysine N-methyltransferase EZH2 (Homo sapiens), Q15910; inhibition, % at 12.5 µM; PRC2 H3K27 methylation, DELFIA TRF, 1 h;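 active = mean inhibition of replicates at least 50% and every single replicate also reaching 50%; inconclusive = mean inhibition at least 50% but some replicate falls below 50%; inactive = mean inhibition under 50%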;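 also: dimethyl H3K27 on biotinylated H3 21-44 peptide detected by antibody; plate controls were median neutral control wells for no effect and median positive control wells for full effect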
Target sequence (Q15910 whole entry, looked up): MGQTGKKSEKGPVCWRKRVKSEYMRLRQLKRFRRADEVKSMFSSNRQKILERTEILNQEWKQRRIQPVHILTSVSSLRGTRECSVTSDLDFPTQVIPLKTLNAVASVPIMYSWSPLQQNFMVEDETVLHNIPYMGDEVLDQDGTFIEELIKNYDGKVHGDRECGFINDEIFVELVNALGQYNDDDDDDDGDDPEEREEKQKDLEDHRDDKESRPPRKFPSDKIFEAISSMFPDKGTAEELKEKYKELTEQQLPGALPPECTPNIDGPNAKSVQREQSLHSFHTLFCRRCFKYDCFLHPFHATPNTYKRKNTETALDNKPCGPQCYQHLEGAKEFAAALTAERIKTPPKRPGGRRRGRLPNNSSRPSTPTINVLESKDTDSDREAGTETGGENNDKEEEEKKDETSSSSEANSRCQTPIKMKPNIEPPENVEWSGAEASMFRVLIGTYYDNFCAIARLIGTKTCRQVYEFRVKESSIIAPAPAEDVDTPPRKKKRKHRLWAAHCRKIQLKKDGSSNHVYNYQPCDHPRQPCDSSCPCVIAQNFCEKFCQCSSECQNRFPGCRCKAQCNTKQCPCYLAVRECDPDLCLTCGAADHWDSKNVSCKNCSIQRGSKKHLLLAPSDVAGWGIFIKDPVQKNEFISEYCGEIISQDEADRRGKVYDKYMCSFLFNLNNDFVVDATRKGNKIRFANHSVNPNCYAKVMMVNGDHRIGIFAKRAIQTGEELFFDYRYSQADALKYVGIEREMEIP
* marks the source's active call; other numbers are inactive results; ? = inconclusive; . = no result given. The list is partial; count on the stated rates, not on these rows.

SMILES | IDH1 mut inh | PRC2 inh
C[C@H](CO)N1C[C@H](C)[C@H](CN(C)C(=O)Nc2ccc(C(F)(F)F)cc2)OCc2cnnn2CCCC1=O | -0.8 | .
C[C@H](CO)N1C[C@H](C)[C@H](CN(C)C(=O)Nc2ccc(F)cc2)Oc2ccc(NS(=O)(=O)c3cn(C)cn3)cc2C1=O | -2.8 | .
C[C@H](CO)N1C[C@H](C)[C@@H](CN(C)C(=O)Cc2ccncc2)Oc2cc(C#CC3CC3)ccc2S1(=O)=O | ? | -12
COc1ccc(OCC(=O)Nc2ccc3oc(-c4cccc(Br)c4)nc3c2)cc1 | 0.9 | 16
C[C@@H]1CN([C@H](C)CO)C(=O)CCCn2cc(nn2)CO[C@@H]1CN(C)S(=O)(=O)c1ccccc1 | -2.7 | 5
CN(C)CC(=O)Nc1ccc2c(c1)[C@@H]1C[C@@H](CC(=O)NCc3cccc(F)c3)O[C@@H](CO)[C@@H]1O2 | 7.0 | -13
CCCC#Cc1cnc2c(c1)C(=O)N([C@H](C)CO)C[C@@H](C)[C@@H](CN(C)C(=O)Nc1ccc(OC)cc1)O2 | -3.1 | -8
COc1ccc(S(=O)(=O)Nc2ccc3c(c2)C(=O)N([C@@H](C)CO)C[C@@H](C)[C@@H](CN(C)C(=O)Nc2ccccc2)O3)cc1 | -6.8 | .
O=C(NCC[C@@H]1CC[C@H](NS(=O)(=O)c2cccc(F)c2)[C@@H](CO)O1)C1CCC1 | 0.4 | -6
COc1cc(-c2nnn(CC(=O)O)n2)cc(OC)c1OC | -0.1 | -6
C[C@H](CCC(=O)O)[C@H]1CCC2C3C(=O)CC4CC(=O)CC[C@]4(C)C3CC(=O)[C@@]21C (stereo not given in full) | 0.4 | .
C[C@@H]1CN([C@H](C)CO)C(=O)c2cc(NC(=O)c3ccncc3)ccc2O[C@@H](C)CCCCO[C@H]1CN(C)Cc1ccc(Cl)c(Cl)c1 | 3.2 | .
C[C@H](NC(=O)N(C)C[C@H]1OCc2ccccc2-c2c(n(C)c3ccccc23)C(=O)N([C@@H](C)CO)C[C@@H]1C)c1ccccc1 | . | -38
COc1cccc(NC(=O)CSc2nnc(-c3ccccc3O)n2-c2ccccc2)c1 | 0.2 | 2
COCC(=O)Nc1ccc2c(c1)[C@@H]1C[C@@H](CC(=O)NCCc3ccccc3)O[C@H](CO)[C@@H]1O2 | -0.3 | 11
CC(=O)N1CCN(c2ccc(N)cc2)CC1 | . | 0
C[C@@H]1CN([C@H](C)CO)C(=O)Cc2cc(NC(=O)NC3CCCCC3)ccc2O[C@@H]1CN(C)Cc1ccncc1 | 8.6 | 2
Cc1ccc(S(=O)(=O)N[C@H]2C=C[C@H](CC(=O)N3CCC(Cc4ccccc4)CC3)O[C@@H]2CO)cc1 | -0.2 | 0
COCC(=O)Nc1ccc2c(c1)[C@@H]1C[C@@H](CC(=O)NCc3ccc(-c4ccccc4)cc3)O[C@H](CO)[C@@H]1O2 | -0.3 | -21
CC(=O)N(C)C[C@@H]1Oc2cc(C#CCC3CCCC3)ccc2S(=O)(=O)N([C@@H](C)CO)C[C@@H]1C | -0.6 | -10
CCCN(C)C[C@@H]1Oc2ncc(-c3cccnc3)cc2C(=O)N([C@H](C)CO)C[C@@H]1C | -0.2 | -23
C[C@@H]1CN([C@@H](C)CO)C(=O)c2cccc(NS(=O)(=O)c3ccc(Cl)cc3)c2O[C@@H]1CN(C)C(=O)NC1CCCCC1 | 8.2 | -9
C[C@@H]1CN([C@H](C)CO)C(=O)Cc2cc(NC(=O)Cn3cnnn3)ccc2O[C@H]1CN(C)Cc1ccc(Oc2ccccc2)cc1 | 0.1 | -16
C[C@@H](O)C#Cc1ccc2c(c1)O[C@H](CN(C)C(=O)C1CCC1)[C@@H](C)CN([C@@H](C)CO)S2(=O)=O | . | -4
C[C@H](CO)N1C[C@H](C)[C@H](CN(C)CC2CCCCC2)Oc2ccc(NC(=O)Nc3ccc4c(c3)OCO4)cc2C1=O | 0.4 | -16
CO[C@@H]1CN(C)C(=O)c2cc(NC(=O)C3CCCC3)ccc2OC[C@H](C)N(CC2CC2)C[C@@H]1C | 0.3 | -13
C[C@@H]1CN([C@H](C)CO)C(=O)c2cccc(NC(=O)Nc3ccc4c(c3)OCO4)c2O[C@H]1CN(C)C(=O)NC1CCCCC1 | -0.3 | .
CC(C)NC(=O)Nc1ccc2c(c1)C(=O)N([C@H](C)CO)C[C@H](C)[C@H](CN(C)C(=O)Nc1ccc3c(c1)OCO3)O2 | 0.7 | .
CCC(=O)N(C)C[C@H]1Oc2ncc(C#Cc3ccc(OC)cc3)cc2C(=O)N([C@H](C)CO)C[C@@H]1C | 0.7 | 3
C[C@H](CO)N1C[C@H](C)[C@@H](CN(C)Cc2ccncc2)Oc2c(NS(=O)(=O)c3cccs3)cccc2C1=O | 3.9 | .
O=C(Nc1ccc(F)cc1)Nc1ccc2c(c1)[C@@H]1C[C@H](CC(=O)N3CCOCC3)O[C@H](CO)[C@@H]1O2 | -0.4 | 1
C[C@@H]1CCCCO[C@@H](CN(C)Cc2ccc(C(F)(F)F)cc2)[C@@H](C)CN([C@H](C)CO)C(=O)c2cc(N(C)C)ccc2O1 | -0.4 | .
C[C@@H]1CN([C@H](C)CO)C(=O)c2cc(-c3ccc(F)cc3)cnc2O[C@H]1CN(C)C(=O)c1ccccc1F | -1.1 | -16
CO[C@@H]1CN(C)C(=O)c2ccc(NS(=O)(=O)c3ccccc3)cc2OC[C@H](C)N(C)C[C@H]1C | 0.1 | -19
C[C@H]1CN([C@@H](C)CO)C(=O)Cc2cc(NC(=O)Nc3ccccc3)ccc2O[C@H]1CN(C)C(=O)Nc1ccc(C(F)(F)F)cc1 | -4.8 | .
Cc1cc(NC(=O)CN(c2cccc(F)c2)S(C)(=O)=O)ccc1Br | -0.1 | 13
C[C@@H]1CCCCO[C@@H](CN(C)S(=O)(=O)c2ccc(Cl)cc2)[C@@H](C)CN([C@H](C)CO)C(=O)c2cc(NC(=O)Nc3cccc4ccccc34)ccc2O1 | -1.3 | .
CC(C)NC(=O)Nc1ccc2c(c1)C(=O)N([C@H](C)CO)C[C@H](C)[C@@H](CN(C)C(=O)c1ccncc1)OCCCC[C@H](C)O2 | -0.2 | 6
C[C@H](CO)N1C[C@H](C)[C@H](CN(C)Cc2ccncc2)Oc2ccc(NC(=O)Nc3cccc4ccccc34)cc2CC1=O | -2.3 | -6
CC1(C)Cc2nc3sc4c(SCC(=O)Nc5ccc(Cl)cc5)ncnc4c3cc2CO1 | 1.8 | -16
COc1ccc(CN(C)C[C@H]2Oc3c(NC(=O)Nc4ccc5c(c4)OCO5)cccc3C(=O)N([C@@H](C)CO)C[C@@H]2C)cc1 | . | -7
COc1ccccc1C#Cc1cnc2c(c1)C(=O)N([C@H](C)CO)C[C@H](C)[C@H](CN(C)S(=O)(=O)c1cn(C)cn1)O2 | . | -7
C[C@@H]1CN([C@@H](C)CO)C(=O)c2cccc(NC(=O)C3CCCCC3)c2O[C@H]1CN(C)C(=O)Nc1cccc2ccccc12 | -0.8 | 0
CS(=O)(=O)N(CC(=O)Nc1ccccc1C(F)(F)F)c1ccc(Cl)c(C(F)(F)F)c1 | -0.6 | -3
CN(C)c1ccc2c(c1)[C@@H]1C[C@H](CC(=O)O)O[C@@H](CO)[C@@H]1O2 | -16 | 6
O=C(CCN1CCCCC1)N[C@@H]1C=C[C@H](CC(=O)N2CCC(Cc3ccccc3)CC2)O[C@H]1CO | -0.2 | -2
C[C@H]1CN([C@@H](C)CO)C(=O)c2cccc(NS(=O)(=O)c3cccs3)c2O[C@H]1CN(C)S(=O)(=O)c1cccs1 | -12 | .
C[C@@H]1CN([C@@H](C)CO)C(=O)c2cc(-c3ccccc3F)cnc2O[C@H]1CN(C)Cc1ccc(F)cc1 | -2.7 | -9

Among those listed so far, 8 contain an aryl methoxy group.
SMILES | IDH1 mut inh | PRC2 inh
COc1ccc(OCC(=O)Nc2ccc3oc(-c4cccc(Br)c4)nc3c2)cc1 | 0.9 | 16
CCCC#Cc1cnc2c(c1)C(=O)N([C@H](C)CO)C[C@@H](C)[C@@H](CN(C)C(=O)Nc1ccc(OC)cc1)O2 | -3.1 | -8
COc1ccc(S(=O)(=O)Nc2ccc3c(c2)C(=O)N([C@@H](C)CO)C[C@@H](C)[C@@H](CN(C)C(=O)Nc2ccccc2)O3)cc1 | -6.8 | .
COc1cc(-c2nnn(CC(=O)O)n2)cc(OC)c1OC | -0.1 | -6
COc1cccc(NC(=O)CSc2nnc(-c3ccccc3O)n2-c2ccccc2)c1 | 0.2 | 2
CCC(=O)N(C)C[C@H]1Oc2ncc(C#Cc3ccc(OC)cc3)cc2C(=O)N([C@H](C)CO)C[C@@H]1C | 0.7 | 3
COc1ccc(CN(C)C[C@H]2Oc3c(NC(=O)Nc4ccc5c(c4)OCO5)cccc3C(=O)N([C@@H](C)CO)C[C@@H]2C)cc1 | . | -7
COc1ccccc1C#Cc1cnc2c(c1)C(=O)N([C@H](C)CO)C[C@H](C)[C@H](CN(C)S(=O)(=O)c1cn(C)cn1)O2 | . | -7

(further entries)
SMILES | IDH1 mut inh | PRC2 inh
COc1ccc(NC(=O)Nc2ccc3c(c2)C(=O)N([C@@H](C)CO)C[C@H](C)[C@@H](CN(C)S(=O)(=O)c2ccc(OC)cc2)O3)cc1 | -0.3 | .
COc1ccc(NC(=O)Nc2ccc3c(c2)C(=O)N([C@@H](C)CO)C[C@H](C)[C@H](CN(C)S(=O)(=O)c2ccc(C)cc2)OCCCC[C@@H](C)O3)cc1 | 1.0 | .
COc1ccc(NC(=O)N(C)C[C@H]2OCCCC[C@@H](C)Oc3ccc(NS(=O)(=O)c4cccs4)cc3C(=O)N([C@@H](C)CO)C[C@@H]2C)cc1 | 1.3 | .
C[C@H]1CN([C@@H](C)CO)C(=O)CCCn2cc(nn2)CO[C@H]1CN(C)Cc1ccc2c(c1)OCO2 | 0.4 | 0
COC(=O)c1cn(CC(=O)Nc2ccccc2C(F)(F)F)c2ccccc12 | -0.3 | 8
COc1cccc(-c2cnc3c(c2)C(=O)N([C@H](C)CO)C[C@@H](C)[C@@H](CN(C)Cc2ccccc2)O3)c1 | 0.0 | .
O=C(Cc1ccccn1)N[C@@H]1CC[C@H](CC(=O)N2CCCCC2)O[C@@H]1CO | 0.2 | 1
COc1ccc(NC(=O)Nc2ccc3c(c2)C(=O)N([C@@H](C)CO)C[C@@H](C)[C@H](CN(C)C)O3)cc1 | 1.3 | -3
O=C(C[C@@H]1CC[C@@H](NC(=O)Cc2ccccn2)[C@H](CO)O1)NCCc1ccncc1 | 0.6 | -6
COc1ccccc1S(=O)(=O)Nc1ccc2c(c1)C(=O)N(C)C[C@H](OC)[C@H](C)CN[C@@H](C)CO2 | -0.1 | 1
Cc1noc(C)c1S(=O)(=O)Nc1ccc2c(c1)C(=O)N([C@H](C)CO)C[C@H](C)[C@H](CN(C)Cc1ccc(C(=O)O)cc1)OCCCC[C@@H](C)O2 | 2.5 | .
CSc1nn(-c2ccccc2)cc1-c1nc(-c2ccccc2)cs1 | -0.6 | 19
C[C@@H]1CN([C@H](C)CO)C(=O)Cc2cc(NC(=O)CCCCCC(=O)Nc3ccccc3N)ccc2O[C@H]1CN(C)C(=O)Nc1ccc(C(F)(F)F)cc1 | 0.2 | -1
C[C@H]1CN([C@@H](C)CO)S(=O)(=O)c2ccc(C#CC3CC3)cc2O[C@@H]1CN(C)Cc1cccc(F)c1 | -2.5 | 28
C[C@H](CO)N1C[C@H](C)[C@H](CN(C)Cc2ccccc2)Oc2ccc(NC(=O)Cc3cn(C)c4ccccc34)cc2CC1=O | -37 | -26
C[C@H]1CN([C@@H](C)CO)S(=O)(=O)c2ccc(-c3ccc(C(=O)N(C)C)cc3)cc2O[C@H]1CN(C)C(=O)C1CCCCC1 | . | 1
CCCN(C)C[C@@H]1Oc2ncc(C#CCC(C)C)cc2C(=O)N([C@@H](C)CO)C[C@H]1C | -1.1 | -57
C[C@@H]1CN([C@H](C)CO)C(=O)c2cc(NC(=O)Nc3ccc(F)cc3)ccc2O[C@@H](C)CCCCO[C@H]1CN(C)C(=O)C1CCCCC1 | 0.9 | .
Cc1noc(C)c1NC(=O)N[C@H]1C=C[C@@H](CC(=O)N2CCCCC2)O[C@@H]1CO | 0.0 | -1
C[C@H](CO)N1C[C@H](C)[C@H](CN(C)S(=O)(=O)c2cccs2)Oc2c(NC(=O)C3CC3)cccc2C1=O | 1.7 | .
C[C@H](CO)N1C[C@H](C)[C@@H](CN(C)S(=O)(=O)c2cccs2)Oc2c(NC(=O)C3CCOCC3)cccc2C1=O | -1.7 | .
C[C@@H]1CN([C@@H](C)CO)C(=O)c2cc(NC(=O)CCC(F)(F)F)ccc2O[C@@H](C)CCCCO[C@@H]1CN(C)S(=O)(=O)c1ccc(Cl)cc1 | -0.1 | .
COC(=O)c1ccc(NCc2cc(O)ccc2O)cc1 | 19 | .
C[C@@H]1CN([C@H](C)CO)C(=O)CCCn2cc(nn2)CO[C@@H]1CN(C)S(=O)(=O)c1ccc(Oc2ccccc2)nc1 | -0.8 | .
O=C(C[C@@H]1C=C[C@H](NS(=O)(=O)c2ccccc2F)[C@H](CO)O1)NCCCN1CCOCC1 | 0.1 | 12
CC(C)(C)c1cc(NC(=O)CSc2nnnn2-c2ccccc2)cc(C(C)(C)C)c1 | 0.3 | -5
N#Cc1ccc(/C=N/NC(=O)CCCCCC(=O)O)cc1 | . | -10
C[C@@H]1CN([C@H](C)CO)C(=O)c2cc(NC(=O)Nc3ccc4c(c3)OCO4)ccc2O[C@@H](C)CCCCO[C@@H]1CN(C)C(=O)c1ccccc1 | 0.5 | .
Cc1ccc(C)c(NC(=O)CN(c2ccc(Oc3ccccc3)cc2)S(C)(=O)=O)c1 | 0.3 | 21
